# Mtb BioA inh: M. tuberculosis BioA enzyme inhibitors, primary screen, biochemical, plate reader, single point, HTS. 360,000 tested, 0.096% active. purified M. tuberculosis BioA enzyme. AID 602481, 2012. 7,8-diaminopelargonic acid synthase BioA (Mycobacterium tuberculosis). inhibition, % at 9.99 µM; in the data active = inhibition above about 40%
# Yp Topo-I inh: Yersinia pestis topoisomerase I inhibitors, primary screen, biochemical, cleavage product accumulation, plate reader, single point. DNA topoisomerase I (Yersinia pestis CO92). Y. pestis Topo-I cleavage product accumulation. activity, % at 10 µM. 360,000 tested, 0.064% active; in the data active = activity above about 50%, passing the limit was not always enough; note: inactives centre near 2
# TcdB GH inh: TcdB glycohydrolase inhibitors, primary screen, biochemical, single point, plate reader. AID 652162, 2013. Toxin B (Clostridioides difficile), P18177. TcdB glycohydrolase enzymatic assay. 350,000 tested, 0.24% active. inhibition, % at 9.99 µM; in the data active = inhibition above about 10%
# Target sequence (P18177 whole entry, looked up): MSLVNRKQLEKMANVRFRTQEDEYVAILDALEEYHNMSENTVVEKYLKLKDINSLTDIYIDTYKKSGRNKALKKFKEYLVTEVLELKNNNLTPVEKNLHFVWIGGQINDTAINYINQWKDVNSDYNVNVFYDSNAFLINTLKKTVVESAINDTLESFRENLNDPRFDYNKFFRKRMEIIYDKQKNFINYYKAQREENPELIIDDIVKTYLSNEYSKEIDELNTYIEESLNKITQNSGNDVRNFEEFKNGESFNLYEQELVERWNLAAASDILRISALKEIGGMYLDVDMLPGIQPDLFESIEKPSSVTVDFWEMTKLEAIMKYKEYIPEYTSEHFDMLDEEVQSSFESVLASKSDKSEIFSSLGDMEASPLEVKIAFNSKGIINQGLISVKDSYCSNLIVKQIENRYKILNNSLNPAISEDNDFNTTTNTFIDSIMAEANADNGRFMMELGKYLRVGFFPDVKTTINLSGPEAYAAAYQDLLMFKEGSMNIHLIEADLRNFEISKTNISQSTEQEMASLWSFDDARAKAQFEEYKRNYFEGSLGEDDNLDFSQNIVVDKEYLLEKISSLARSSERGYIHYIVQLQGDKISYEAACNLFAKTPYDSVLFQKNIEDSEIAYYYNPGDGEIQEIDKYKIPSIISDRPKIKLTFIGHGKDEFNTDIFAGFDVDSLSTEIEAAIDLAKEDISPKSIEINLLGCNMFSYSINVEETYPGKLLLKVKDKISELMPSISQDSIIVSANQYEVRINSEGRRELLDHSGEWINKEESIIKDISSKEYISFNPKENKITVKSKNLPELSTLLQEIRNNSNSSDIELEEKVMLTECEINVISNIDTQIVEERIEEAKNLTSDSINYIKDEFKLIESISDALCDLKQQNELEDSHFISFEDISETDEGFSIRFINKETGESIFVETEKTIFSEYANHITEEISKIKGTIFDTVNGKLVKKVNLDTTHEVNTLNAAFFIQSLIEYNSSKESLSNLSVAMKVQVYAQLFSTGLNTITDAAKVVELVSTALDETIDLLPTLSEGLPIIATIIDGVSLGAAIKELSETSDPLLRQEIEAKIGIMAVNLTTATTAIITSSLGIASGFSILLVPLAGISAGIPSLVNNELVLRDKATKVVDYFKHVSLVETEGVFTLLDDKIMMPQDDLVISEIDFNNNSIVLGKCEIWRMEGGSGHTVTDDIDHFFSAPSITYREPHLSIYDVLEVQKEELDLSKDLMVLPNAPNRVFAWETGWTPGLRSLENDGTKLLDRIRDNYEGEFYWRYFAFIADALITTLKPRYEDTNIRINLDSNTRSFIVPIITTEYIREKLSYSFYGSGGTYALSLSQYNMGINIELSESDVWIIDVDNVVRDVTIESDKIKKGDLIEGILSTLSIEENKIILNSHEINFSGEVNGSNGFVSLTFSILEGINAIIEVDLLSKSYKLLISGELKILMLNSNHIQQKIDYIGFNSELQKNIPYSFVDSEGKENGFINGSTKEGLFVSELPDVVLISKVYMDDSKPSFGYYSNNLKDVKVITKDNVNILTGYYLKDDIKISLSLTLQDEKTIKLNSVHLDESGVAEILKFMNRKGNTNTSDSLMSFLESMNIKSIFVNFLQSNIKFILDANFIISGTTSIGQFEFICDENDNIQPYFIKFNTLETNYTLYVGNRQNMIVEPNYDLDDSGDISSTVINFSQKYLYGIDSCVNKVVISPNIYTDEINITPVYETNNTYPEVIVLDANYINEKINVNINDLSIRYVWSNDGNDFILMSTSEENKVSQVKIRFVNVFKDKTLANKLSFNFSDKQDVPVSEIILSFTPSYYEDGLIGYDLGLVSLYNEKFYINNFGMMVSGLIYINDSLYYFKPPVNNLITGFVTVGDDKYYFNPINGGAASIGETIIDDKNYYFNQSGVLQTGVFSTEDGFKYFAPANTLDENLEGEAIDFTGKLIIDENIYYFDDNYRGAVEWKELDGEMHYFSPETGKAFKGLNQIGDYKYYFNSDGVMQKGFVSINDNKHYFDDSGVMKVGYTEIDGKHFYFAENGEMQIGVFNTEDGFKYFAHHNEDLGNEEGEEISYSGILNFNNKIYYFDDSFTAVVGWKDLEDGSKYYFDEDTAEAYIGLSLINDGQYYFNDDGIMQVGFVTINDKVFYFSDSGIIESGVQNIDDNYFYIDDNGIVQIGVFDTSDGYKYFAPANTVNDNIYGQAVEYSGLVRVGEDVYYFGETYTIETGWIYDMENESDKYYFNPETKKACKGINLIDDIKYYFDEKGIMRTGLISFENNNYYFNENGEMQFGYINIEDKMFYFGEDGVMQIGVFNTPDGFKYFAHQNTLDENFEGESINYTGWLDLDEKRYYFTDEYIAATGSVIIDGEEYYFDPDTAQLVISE
# UGM FP inh: M. tuberculosis UGM enzyme inhibitors, primary screen, biochemical, fluorescence polarization, single point; UDP-galactopyranose mutase (Mycobacterium tuberculosis (strain ATCC 25618 / H37Rv)), …; purified UGM, fluorescence polarization probe displacement; inhibition, % at 10 µM; 320,000 tested, 0.06% active; in the data active = inhibition above about 10%, passing the limit was not always enough
# PfHsp40 rescue: rescue of yeast from PfHsp40 toxicity, primary screen, S. cerevisiae, ATP luminescence | S. cerevisiae expressing PfHsp40, growth rescue | growth rescue, % at 12.5 µM | 340,000 tested, 0.68% active | AID 504582, 2011; in the data active = growth rescue above about 28%, passing the limit was not always enough;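 note: yeast W303a lacking pdr1 and pdr3 grown in galactose medium; growth measured after three days at 30 °C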
# FBA Mtb inh: Mtb FBA enzyme inhibitors, primary screen, biochemical, fluorescence, strain H37Rv; Fructose-bisphosphate aldolase (Mycobacterium tuberculosis (strain ATCC 25618 / H37Rv)), …; purified M. tuberculosis FBA, fluorescence read-out; inhibition, % at 1 µM; 360,000 tested, 2.3% active; in the data active = inhibition above about 27%;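 note: 0% = vehicle and 100% = reference inhibitor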
# BH1578 lux ind: inducers of Vibrio cholerae quorum light production without autoinducers, primary screen, BH1578 luxS cqsA deficient, single point; 350,000 tested, 0.16% active; V. cholerae BH1578 lux reporter, luminescence, 6 h; AID 588436, 2011; activation, % at 18.7 µM; in the data active = activation mostly above about 9.7%, no sharp cut-off; note: not every result past the cut was called active; inactives centre near 0; reference of the scale not given here
# FadD28 FP inh: inhibitors of FadD28 bisubstrate probe binding, primary screen, biochemical, fluorescence polarization, single point | Mycobacterium tuberculosis FadD28 fatty-acid-AMP ligase | inhibition, % at 12.5 µM | 360,000 tested, 0.22% active; in the data active = inhibition above about 8.5%, passing the limit was not always enough
# GDH-TPI inh: GDH-TPI coupling enzyme inhibitors, primary screen, artefact control for M. tuberculosis FBA inhibitor project, biochemical, absorbance, full deck. GDH-TPI coupled enzyme counterscreen, NADH absorbance. inhibition, % at 4.8 µM. 360,000 tested, 1.2% active; in the data active = inhibition above about 30%;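 note: 0% = DMSO wells and 100% = wells lacking the enzyme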
# An asterisk follows results filed as active; i = inactive; · = not tested or not shown; + = active, no number.
SMILES,Mtb BioA inh,Yp Topo-I inh,TcdB GH inh,UGM FP inh,PfHsp40 rescue,FBA Mtb inh,BH1578 lux ind,FadD28 FP inh,GDH-TPI inh
CC1CCN(C(=O)CN(c2ccc(Oc3ccccc3)cc2)S(C)(=O)=O)CC1,2.1,23,·,0.4,2.8,5,-0.3,-2.2,3
Cc1cc([N+](=O)[O-])nn1CC(=O)N/N=C/c1ccc(O)cc1O,1.8,-3,-0.2,5.5,0.1,-3,-2.4,-1.6,25
CCO[C@@H]1OC(C(=O)N2CCN(Cc3ccc4c(c3)OCO4)CC2)=C[C@H](c2ccc(C(F)(F)F)cc2)[C@H]1CCCO,0.7,6,-0.2,0.1,0.5,-4,-1.4,-3.4,0
CC(=O)c1ccc(N2CCN(C(=O)CCS(=O)(=O)c3ccc(C)cc3)CC2)cc1,0.5,3,·,-2.3,0.9,5,i,1.2,26
Cc1ccc(CC(=O)N2CCN(c3ccccc3F)CC2)cc1,·,8,·,-0.3,-0.1,0,-0.3,-2.8,-1
COC(=O)c1cnc(SCC(=O)c2ccccc2)n1C,2.4,-8,0.2,-1.6,-0.2,2,1.5,-3.7,-2
CCc1nc2c(OCCOC)cccn2c1N(C)C(=O)c1ccco1,-0.7,-1,-0.8,·,·,1,0.3,-2.6,6
CCC(=O)Nc1nnc(S(=O)(=O)N2CCCCCC2)s1,-0.5,-3,2.0,2.3,1.0,4,-0.2,-1.8,9
O=C(Cc1ccccc1)NCC(=O)OCC(=O)c1ccc(Cl)c([N+](=O)[O-])c1,1.7,5,·,-0.2,-1.8,1,-1.7,0.3,6
COc1ccc(NC(=O)C[C@H]2C(=O)N(C3CCCCC3)C[C@@H]2c2ccccc2)cc1,0.7,4,2.7,·,·,-2,i,-3.8,-3

# Compound profiles, from the list above. Order of values: Mtb BioA inh | Yp Topo-I inh | TcdB GH inh | UGM FP inh | PfHsp40 rescue | FBA Mtb inh | BH1578 lux ind | FadD28 FP inh | GDH-TPI inh
# `Cc1ccc(CC(=O)N2CCN(c3ccccc3F)CC2)cc1` across the screens: · | 8 | · | -0.3 | -0.1 | 0 | -0.3 | -2.8 | -1
# `CC(=O)c1ccc(N2CCN(C(=O)CCS(=O)(=O)c3ccc(C)cc3)CC2)cc1` across the screens: 0.5 | 3 | · | -2.3 | 0.9 | 5 | i | 1.2 | 26
# `CCO[C@@H]1OC(C(=O)N2CCN(Cc3ccc4c(c3)OCO4)CC2)=C[C@H](c2ccc(C(F)(F)F)cc2)[C@H]1CCCO` across the screens: 0.7 | 6 | -0.2 | 0.1 | 0.5 | -4 | -1.4 | -3.4 | 0
# `CCc1nc2c(OCCOC)cccn2c1N(C)C(=O)c1ccco1` across the screens: -0.7 | -1 | -0.8 | · | · | 1 | 0.3 | -2.6 | 6

# Other entries:
SMILES,Mtb BioA inh,Yp Topo-I inh,TcdB GH inh,UGM FP inh,PfHsp40 rescue,FBA Mtb inh,BH1578 lux ind,FadD28 FP inh,GDH-TPI inh
O=C(NCc1ccccc1)C1COc2ccccc2O1 (stereo unspecified),8.3,-2,·,-0.9,0.7,2,i,-2.1,-5
O=C(Nc1ccc(C(=O)N2CCCCC2)cc1)C1=CSCCO1,13,7,2.9,0.9,-2.0,-2,-0.2,-0.4,10
COc1ccc(NC(=O)c2nc[nH]c2C(=O)N[C@@H](CC(C)C)C(=O)OC(C)(C)C)cc1,-0.8,6,0.4,4.2,27*,-1,1.2,-0.1,0
COc1ccc(CC2(C)OC(c3ccncc3)=NN2C(C)=O)cc1 (stereo unspecified),·,-4,0.4,0.2,-0.7,1,-0.6,0.3,4
COc1ccc(C2NCCc3c2[nH]c2ccccc32)cc1CN1CCc2cc(OC)c(OC)cc2C1C (stereo unspecified),·,-8,·,·,0.4,-3,-0.1,-7.6,11
CC(Oc1ccccc1Cl)C(=O)N(Cc1ccco1)C1CCS(=O)(=O)C1 (stereo unspecified),·,-4,·,0.5,-1.2,0,i,-4.2,7
CN1CCN(c2nc(-c3cccs3)nc3ccccc23)CC1,0.2,-5,1.7,-1.1,-0.4,2,i,-3.7,29
Cc1ccc(Cn2c(C3CCCN3c3nc(C)cs3)nc3cc(C(=O)NCCCO)ccc32)cc1 (stereo unspecified),0.4,33,1.1,3.6,-1.0,-2,0.8,-4.0,11
CCOC(=O)C(Cc1ccccc1)NC(=O)CCc1nnc2ccc(N3CCCC3)nn12 (stereo unspecified),-1.9,12,2.5,-2.7,-0.3,2,-1.1,-3.3,1
Nc1cc(=O)[nH]c(SCc2cccc(Cl)c2)n1,-2.7,-1,·,1.7,-0.4,1,i,-6.1,-2
CCC(O)(CC)C(=O)N(Nc1ccc(C)cc1)c1ccc(C)cc1,0.8,11,1.0,1.0,-0.4,-1,i,·,5
CC(NC(=O)c1cc(S(=O)(=O)N2CCOCC2)ccc1F)c1ccc(-n2ccnc2)cc1 (stereo unspecified),-1.7,-1,3.2,0.4,0.3,1,1.3,-2.2,4
COc1ccc(-n2c(SCC(=O)Nc3ccccc3)nnc2-c2ccoc2C)cc1,·,-3,·,-3.3,1.1,-5,-0.3,-2.6,6
C[C@@H]1CN([C@@H](C)CO)C(=O)c2c(c3ccccc3n2C)-c2ccccc2CO[C@H]1CN(C)S(=O)(=O)c1ccc(C#N)cc1,-0.8,28,1.4,·,·,0,0.0,2.3,-6
O=C1CCCc2nc(N3CCN(c4ccccc4)CC3)ncc21,·,0,·,-0.5,-0.9,-2,2.5,-0.8,12
CCCCn1c(N)c(N(CCOC)C(=O)COc2ccc(OCC)cc2)c(=O)[nH]c1=O,-0.3,12,1.5,0.1,0.5,-3,-2.5,-0.2,14
CCSc1nc2sc3c(c2c(=O)n1-c1ccccc1)CCN(C(C)C)C3,1.8,15,0.2,-3.1,0.8,7,-1.1,0.2,30
CC(C)CN1CCN=C1Nc1ccccc1,-2.1,-3,2.3,0.4,-1.7,2,-5.0,-0.8,10
CCOC(CNC(=O)C1CCN(S(=O)(=O)c2ccc3nc4c(c(C(=O)O)c3c2)CC(C)CC4)CC1)OCC (stereo unspecified),-1.4,0,0.6,-0.6,12,2,-5.9,-3.9,-2
O=C(NNS(=O)(=O)c1ccccc1[N+](=O)[O-])c1cccc([N+](=O)[O-])c1,-2.1,-3,-22,1.3,-0.7,1,-0.5,-2.8,-4

# Ordered by molar mass (high to low): part of the list above.
SMILES,Mtb BioA inh,Yp Topo-I inh,TcdB GH inh,UGM FP inh,PfHsp40 rescue,FBA Mtb inh,BH1578 lux ind,FadD28 FP inh,GDH-TPI inh
CCCCn1c(N)c(N(CCOC)C(=O)COc2ccc(OCC)cc2)c(=O)[nH]c1=O,-0.3,12,1.5,0.1,0.5,-3,-2.5,-0.2,14
COc1ccc(-n2c(SCC(=O)Nc3ccccc3)nnc2-c2ccoc2C)cc1,·,-3,·,-3.3,1.1,-5,-0.3,-2.6,6
O=C(NNS(=O)(=O)c1ccccc1[N+](=O)[O-])c1cccc([N+](=O)[O-])c1,-2.1,-3,-22,1.3,-0.7,1,-0.5,-2.8,-4
CCC(O)(CC)C(=O)N(Nc1ccc(C)cc1)c1ccc(C)cc1,0.8,11,1.0,1.0,-0.4,-1,i,·,5
O=C1CCCc2nc(N3CCN(c4ccccc4)CC3)ncc21,·,0,·,-0.5,-0.9,-2,2.5,-0.8,12
CC(C)CN1CCN=C1Nc1ccccc1,-2.1,-3,2.3,0.4,-1.7,2,-5.0,-0.8,10

# The listing continues.
SMILES,Mtb BioA inh,Yp Topo-I inh,TcdB GH inh,UGM FP inh,PfHsp40 rescue,FBA Mtb inh,BH1578 lux ind,FadD28 FP inh,GDH-TPI inh
CCCCn1c(CNC(=O)c2cccs2)nc2ccccc21,0.7,7,2.9,-1.8,-0.3,3,-0.1,-1.3,1
O=C(/C=C/c1ccc2c(c1)OCO2)NCCS(=O)(=O)N1CCN(c2ccc(F)cc2)CC1,-0.7,15,-0.4,0.5,-0.5,6,i,-2.7,12
CCOC(=O)C1=C(C)N=c2s/c(=C\c3ccc(OCC(=O)O)cc3)c(=O)n2C1c1ccccc1OC (stereo unspecified),-0.1,20,0.2,1.8,0.5,-2,-0.8,·,3
C/C(=N\NC(=S)NC(C)C)c1ccc2c(c1)OCCO2,·,1,1.1,1.4,6.8,-2,-0.3,-2.9,13
CCCC(C)NC(=O)c1ccc(F)cc1 (stereo unspecified),-4.1,-6,·,0.6,0.8,4,i,-0.1,9
COc1cccc2c1cc1c(=O)n(CC(=O)N3CCN(c4cccc(C)c4C)CC3)nc(C)n12,0.3,1,1.7,·,-1.3,7,0.4,0.5,1
Cc1ccc(NC(=S)NNC(=O)c2ccc(N3CCOCC3)c([N+](=O)[O-])c2)cc1Cl,·,-2,·,-1.2,14,-2,-0.2,11*,21
Cc1ccc(C)c(N(CC(=O)Nc2cc(Cl)ccc2Oc2ccccc2)S(C)(=O)=O)c1,-0.3,4,·,-1.2,0.8,8,0.5,-2.1,-4
O=c1nc(-c2ccccc2)c2cc(SC(F)F)ccc2[nH]1,-1.1,6,1.4,1.9,7.0,5,-0.4,-5.8,10
Cc1nnc(NC(=O)C2c3ccccc3Oc3ccccc32)s1,-1.7,-2,·,-0.8,0.5,1,-0.3,-0.1,6
COc1ccc2[nH]c3c(c2c1)[C@@H]1CCN2C(=O)CCC[C@H](C3)[C@H]12,-1.5,2,1.6,2.0,-1.3,4,i,1.5,4
COc1ccc(OCC(=O)N2CCN(c3nnc(-c4ccccc4)c4ccccc34)CC2)cc1,0.9,10,·,-1.3,1.4,2,-0.5,-0.8,9
CN(C)c1ncnc2c1ncn2C1OC(CO)C(O)C1O (stereo unspecified),-2.0,2,·,-1.6,2.5,0,i,-1.2,2
O=C(Nc1cccc(O)c1)c1cc(-c2ccccc2Cl)on1,-1.3,0,0.4,0.0,0.3,-2,1.2,-0.7,9
CN(C)C1=NCCN1CCC1CCCCC1,-0.2,-4,-1.4,2.9,0.0,0,-0.8,0.6,3
CCOP(=O)(OCC)c1nc(/C=C/c2ccccc2)oc1NCc1ccc(OC)cc1,-0.3,0,1.2,-0.8,0.6,+,-0.6,1.5,18
CC(C)(C)c1nc2c(Br)cc(Br)cc2c(=O)o1,0.0,0,·,-1.7,1.8,0,i,-0.2,4
COC(=O)c1ccc2c(=O)n3c(nc2c1)SCC(c1ccccc1)=N3,-0.2,-8,0.5,2.1,0.2,0,-0.2,-1.8,-20
Cc1ccc(SCC(=O)OC(C)C(=O)Nc2ccc(S(N)(=O)=O)cc2)cc1C (stereo unspecified),-1.3,5,2.9,-0.5,0.2,-2,i,-1.1,-8
COc1ccc(-n2nc(C(=O)NCC(=O)N3CCN(c4ccccc4OC)CC3)c3ccccc3c2=O)c(OC)c1,·,12,1.2,-0.2,-0.4,1,-0.4,1.1,-1
Cc1cc(C(=O)NCCCN2CCN(C3CCCCC3)CC2)n(-c2ccccc2)n1,-2.7,9,0.3,1.2,0.1,1,-0.4,0.2,7
CCCCCCSC1=C(C#N)C(c2ccccc2)CC(=O)N1 (stereo unspecified),·,13,1.4,0.9,2.8,1,-1.7,-1.8,10
COc1cccc(C(=O)C2CCCN(Cc3cccc(-n4cccn4)c3)C2)c1 (stereo unspecified),0.0,2,-2.7,3.4,5.1,0,-3.3,-2.9,7
CCc1ccccc1S(=O)(=O)Cc1ccc(C(=O)NCCc2ccccc2)o1,·,27,1.7,-0.6,-1.1,-1,i,-4.0,0
CS(=O)(=O)N(CC(=O)N1CCCCCC1)c1cc(Cl)ccc1Cl,0.9,7,-0.7,1.4,-1.5,1,-0.4,-4.1,-1

# Bioassay records from PubChem.
